From PubChem BioAssay
EBV LMP1 NFkB = Epstein-Barr LMP1 NF-kappaB reporter inhibition. LMP1-induced NF-kappaB luciferase reporter cells, luminescence. inhibition, % at 12.5 µM. 350,000 tested, 0.69% active. AID 504558; in the data active = inhibition above about 41%;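 note: 0% = neutral control wells and 100% = reference inhibitor control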
NCOA1 inh = inhibitors of human steroid receptor coactivator 1 (SRC1); 360,000 tested, 0.12% active; HEK293 GAL4-SRC1 luciferase reporter, luminescence; inhibition, % at 3.6 µM; Q15788;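 active = inhibition above the campaign mean plus 3 SD, with each screening campaign given its own cutoff, cut at about 60% in these data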;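 note: 0% = DMSO treated cells and 100% = gossypol at 36 µM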
TROY NFkB inh = inhibitors of TROY-dependent NF-kB signaling | Q293 LMP1-TROYcd NF-kB luciferase reporter, 4 h | inhibition, % at 10 µM | 360,000 tested, 0.98% active;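 active = compounds whose plate-normalised and pattern-corrected inhibition of the luciferase reporter signal at the single screening dose is 50% or more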
NR5A2 inv ag = inverse agonists of human LRH-1 (NR5A2); HEK293T StAR-luciferase reporter, LRH-1 transfected, 24 h; inhibition, % at 3.6 µM; 360,000 tested, 0.13% active; O00482;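 active = inhibition above the mean inhibition of all tested compounds plus 3 SD, cut at about 73% in these data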;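 note: 0% = DMSO wells and 100% = reporter-only cells lacking LRH-1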
Target sequence (O00482 whole entry, looked up): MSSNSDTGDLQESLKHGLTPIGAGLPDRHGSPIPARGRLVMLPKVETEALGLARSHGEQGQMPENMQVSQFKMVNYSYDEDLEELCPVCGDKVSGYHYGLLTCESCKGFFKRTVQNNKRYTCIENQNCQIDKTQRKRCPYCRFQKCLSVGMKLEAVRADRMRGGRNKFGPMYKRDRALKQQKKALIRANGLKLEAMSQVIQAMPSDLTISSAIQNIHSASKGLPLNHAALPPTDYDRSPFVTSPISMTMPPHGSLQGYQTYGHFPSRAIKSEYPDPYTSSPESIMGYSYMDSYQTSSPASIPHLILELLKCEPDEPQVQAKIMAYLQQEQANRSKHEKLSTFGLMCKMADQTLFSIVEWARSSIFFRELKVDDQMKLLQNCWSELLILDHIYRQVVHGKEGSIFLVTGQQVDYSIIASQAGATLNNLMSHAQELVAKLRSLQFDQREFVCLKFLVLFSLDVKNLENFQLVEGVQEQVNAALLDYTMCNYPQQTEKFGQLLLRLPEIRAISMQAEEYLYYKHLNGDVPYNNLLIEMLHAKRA
CF NFkB block = inhibitors of cystic fibrosis induced NF-kB | KKLEB NF-kB-GFP reporter, PAF-induced, GFP fluorescence overnight | inhibition, % at 5 µM | 360,000 tested, 0.86% active | AID 588850;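 active = at least 50% inhibition at 5 µM, scaled per plate between neutral and stimulator controls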;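 note: PAF is a Pseudomonas aeruginosa culture filtrate used as stimulus; plate controls were PAF-stimulated DMSO wells for no effect and unstimulated DMSO wells for full effect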
NCOA2 inhibitor = inhibits human steroid receptor coactivator 2; Q15596; inhibition, % at 9 µM; 370,000 tested, 0.17% active; HEK293 GAL4-SRC2 luciferase reporter, luminescence;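 active = inhibition above the mean inhibition of all tested compounds plus 3 SD, set per campaign, cut at about 52% in these data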;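 note: 0% = DMSO treated cells and 100% = cells given Gossypol at 36 µM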
COUP-TFII inh = blocks human COUP-TFII nuclear receptor; 370,000 tested, 0.7% active; HEK293T NGFI-A luciferase reporter, luminescence; AID 686940; P24468; inhibition, % at 8.6 µM;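 active = inhibition above a per-plate cutoff, mean inhibition of test wells between control levels plus 3 SD, cut at about 38% in these data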;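 note: cells cotransfected with COUP-TFII expression vector driving the NGFI-A reporter; 0% = median of COUP-TF2 test wells and 100% = reporter-only cells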
Target sequence (P24468 whole entry, looked up): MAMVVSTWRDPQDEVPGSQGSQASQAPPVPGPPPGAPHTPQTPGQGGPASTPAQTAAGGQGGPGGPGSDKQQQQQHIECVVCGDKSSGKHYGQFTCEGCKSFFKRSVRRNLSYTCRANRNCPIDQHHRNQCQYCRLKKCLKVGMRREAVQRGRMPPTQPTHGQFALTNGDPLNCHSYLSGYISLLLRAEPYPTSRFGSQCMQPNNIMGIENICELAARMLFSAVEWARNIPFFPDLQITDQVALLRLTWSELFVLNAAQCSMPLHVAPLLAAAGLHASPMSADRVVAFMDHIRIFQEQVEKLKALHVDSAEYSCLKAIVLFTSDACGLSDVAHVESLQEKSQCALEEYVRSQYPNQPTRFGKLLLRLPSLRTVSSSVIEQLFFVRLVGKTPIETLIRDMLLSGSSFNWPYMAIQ
NCOA3 inh = inhibitors of human steroid receptor coactivator 3 (SRC3) | Q9Y6Q9 | HEK293 GAL4-SRC3 luciferase reporter, luminescence | inhibition, % at 3.6 µM | 360,000 tested, 0.17% active;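 active = inhibition above a per-campaign cutoff, the mean of all compounds plus 3 SD, cut at about 60% in these data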;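 note: 0% = DMSO-treated cells and 100% = gossypol-treated cells at 36 µM; higher means less SRC3-driven luciferase light from the GAL4 reporter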
KKLEB cytotox = counter-screen for CF NF-kB inhibitors: cytotoxicity; activity change (cytotoxicity), % at 5 µM; 360,000 tested, 0.36% active; KKLEB CF airway cells viability, ATPlite luminescence, overnight; hits give low values; cells stimulated with P. aeruginosa culture filtrate;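 active = corrected activity change at or below -50% at 5 µM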
TWEAK Fn14 block = TWEAK-Fn14 signaling inhibition; TWEAK-stimulated Fn14 reporter cells, luciferase luminescence, 8 h; inhibition, % at 10 µM; 360,000 tested, 2% active; AID 1159606; in the data active = inhibition above about 50%
TRAIL sens C8 = caspase-8 TRAIL sensitization. NB7+C8 cells + TRAIL, ATPlite viability luminescence. inhibition (viability loss, TRAIL sensitization), % at 10 µM. 360,000 tested, 1% active. AID 624354;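 active = compounds causing at least 50% loss of cell viability in the single-dose screen, relative to plate controls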
Numbers without * were called inactive; · = no result given.

Every second line gives: EBV LMP1 NFkB | NCOA1 inh | TROY NFkB inh | NR5A2 inv ag | CF NFkB block | NCOA2 inhibitor | COUP-TFII inh | NCOA3 inh | KKLEB cytotox | TWEAK Fn14 block | TRAIL sens C8
> COc1ccc(CNC(=O)CCNC(=O)N2CCn3c2nc2ccccc23)cc1
 : 7 | -8 | 9 | 8 | -7 | -7 | 18 | 20 | 2 | -14 | -3
> O=C1c2ccsc2SCCN1Cc1ccccc1
 : 8 | -2 | -11 | -10 | -16 | 7 | -18 | -8 | 0 | 4 | -6
> O=C1Nc2cc(C(=O)N3CCN(c4ccc(F)cc4)CC3)ccc2NC1CSCc1cccc(F)c1 (stereo not drawn)
 : -3 | -12 | -5 | -6 | 10 | 0 | 1 | 2 | 12 | 13 | -4
> O=C(O)c1ccc(N/N=C/c2ccc3c(c2)OCO3)cc1
 : 65* | 16 | 82* | -28 | 1 | 56* | 19 | 36 | 0 | 102* | 31
> COc1ccc(S(=O)(=O)CCc2nnc(NC(C)=O)s2)cc1
 : 10 | -5 | -3 | 8 | 6 | -10 | 7 | -11 | 3 | -4 | 7
> Cc1cc(Br)ccc1NC(=O)CN(C)C(=O)CN1C(=O)NC2(CCCC2)C1=O
 : -6 | -4 | -14 | -15 | -9 | -9 | 2 | -10 | 6 | 6 | -18
> Cc1ccc2nc3sc(C(=O)N4CCCc5ccccc54)c(N)c3cc2c1
 : 5 | -25 | 9 | -27 | -14 | -17 | 0 | -5 | 22 | 38 | -2
> COCCC(=O)N1CCCC(C(=O)c2ccc3c4c(cccc24)CC3)C1 (stereo not drawn)
 : 6 | 2 | 2 | 21 | 11 | 2 | 21 | 7 | -9 | 22 | -1
> CC(=O)c1ccc(Sc2ccc(C(C)=O)cc2)cc1
 : -16 | -28 | -19 | 2 | 2 | -34 | -13 | -19 | -4 | -12 | -5
> CCN(Cc1ccc(NC(C)=O)cc1)CC1CCCN(CCc2cccc(OC)c2)C1 (stereo not drawn)
 : 9 | -10 | 3 | 8 | -6 | 1 | 6 | 10 | -16 | 17 | 2
> Cc1ccnc(NC(=O)c2cccc(NC(=O)c3ccc(Cl)c(Cl)c3)c2)c1
 : 86* | -18 | -19 | -22 | 25 | -4 | -11 | -32 | 0 | -7 | 2
> CCOC(=O)c1cc(-c2ccc(C)cc2)n(CCC(=O)NCCCOC)c1C
 : -1 | 9 | -5 | 11 | -11 | 4 | -8 | 12 | -18 | -3 | -4
> Nc1ccccc1N1C(=O)c2cccc3cccc(c23)C1=O
 : · | -7 | -22 | 11 | -10 | -29 | -7 | -9 | 3 | -12 | -6
> CC1CC(C)CN(C(=O)c2cc3c(s2)CCC3)C1 (stereo not drawn)
 : -9 | 2 | -25 | -13 | 5 | -5 | 3 | -8 | 4 | -1 | -26
> Nc1nc(SCC(=O)Nc2cc(C(F)(F)F)ccc2N2CCOCC2)n[nH]1
 : -1 | -44 | 9 | 39 | -6 | -6 | 16 | 12 | 13 | -8 | -21
> CCOC(CCc1c(C)nc(NC(C)=O)[nH]c1=O)OCC
 : -1 | 12 | 0 | 5 | -6 | 11 | 15 | -7 | 2 | 22 | 7
> CSCC[C@H](NC(=O)Nc1ccccc1C)C(=O)O
 : -5 | 17 | -4 | 23 | -12 | -7 | 9 | 6 | 3 | -19 | -3
> CN(CC(=O)Nc1nc2ccc(F)cc2s1)S(=O)(=O)c1ccc(Cl)cc1
 : -1 | -5 | 49 | -6 | 6 | -17 | 2 | -4 | 5 | 37 | -6
> CCN(CC)C(=O)C1CCCN(Cc2cccc(F)c2)C1 (stereo not drawn)
 : 0 | 1 | -14 | 1 | 6 | -20 | -14 | -22 | 5 | -6 | -12
> CS(=O)(=O)c1ccc(NS(=O)(=O)c2ccc(Cl)c(C(=O)NC3=NCCS3)c2)cc1
 : -5 | 2 | -1 | -12 | 12 | 2 | 10 | 7 | -3 | 3 | -9
> Cc1nc2nc3c(c(=O)n2[nH]1)CCC3
 : -29 | -30 | 3 | 3 | -1 | -21 | -4 | -7 | -2 | 13 | 0
> CCCCC(=O)OCC(=O)N1N=C(c2c[nH]c3ccccc23)C(O)C1c1ccc(OC)cc1 (stereo not drawn)
 : 6 | 6 | 30 | -5 | 2 | 8 | 0 | -11 | 10 | 28 | 1
> COC(=O)[C@@]12CCCCN1[C@H](c1ccc(-c3ccccc3)cc1)[C@H]1C(=O)N(C)C(=O)[C@H]12
 : 11 | 2 | 6 | 1 | 11 | 16 | -8 | -12 | -3 | 8 | 5
> COc1ccc(CN2CCCC(C(=O)N3CCCCC3)C2)cc1OC (stereo not drawn)
 : -2 | -15 | -3 | 10 | -3 | 1 | -13 | 0 | 3 | -9 | 5
> Cc1cccc(NC(=O)Nc2ccc3c(c2)OCO3)n1
 : -35 | -147 | -43 | -73 | -16 | -37 | -27 | -83 | 0 | -9 | 32
> CC(C)NC(=O)CC(=O)N/N=C\c1ccccc1C(=O)O
 : 0 | -28 | 18 | 14 | -3 | -4 | -1 | -12 | 7 | 8 | -7
> O=C(NS(=O)(=O)c1ccc2c(c1)OCCO2)c1ccccc1
 : 10 | -1 | -10 | -7 | -1 | -24 | -5 | -23 | -1 | -2 | 3
> C/C(=N/NC(=O)c1ccc2c(c1)OCO2)c1cccc(NC(=O)C(C)(C)C)c1
 : -15 | -88 | -38 | -80 | -8 | -33 | -36 | -71 | 2 | -4 | 34
> NC(N)=N/N=C/c1cccc(Cl)c1Cl
 : -3 | -5 | 10 | 3 | -1 | -1 | -4 | 1 | -11 | -20 | 0
> CC(C)(C)C(=O)NNC(=O)C1CC1(c1ccccc1)c1ccccc1 (stereo not drawn)
 : -1 | -7 | -1 | -10 | -24 | 20 | 4 | 18 | -11 | 8 | -17
> Cc1sc2nc(SCC(=O)N(CCO)CCO)nc(N)c2c1C
 : 6 | 4 | -5 | 13 | 4 | 14 | 20 | 14 | 8 | -2 | -2
> c1ccc(Cc2nnc3sc(C4COc5ccccc5O4)nn23)cc1 (stereo not drawn)
 : -6 | -6 | -22 | -12 | 14 | -4 | -12 | -26 | -2 | -10 | -12
> COc1ccccc1C(C(=O)NC1CCCCC1)N(C(=O)c1csnn1)C1CC1 (stereo not drawn)
 : 3 | -19 | -2 | -8 | -3 | 6 | -2 | 3 | 2 | -3 | 2
> COc1cccc(NC(=O)N2CCCC2C(=O)Nc2ccc3c(c2)OCO3)c1 (stereo not drawn)
 : -1 | -52 | -3 | -7 | -16 | -7 | 0 | -9 | 4 | -3 | -10
> CS(=O)(=O)Nc1ccccc1-c1ccc2nccn2c1
 : · | 0 | -1 | 9 | -19 | 11 | 17 | 13 | 17 | 2 | 4
> O=C(COc1ccccc1)N1CCN(C(=O)Cc2ccccc2)CC1
 : -3 | -12 | 2 | -6 | -9 | -6 | -6 | -20 | 1 | -36 | 6
> CCOC(=O)/C(C#N)=C/C1=C(N2CCOCC2)CC(C)(C)OC1
 : -8 | -46 | -18 | 6 | 3 | -5 | 2 | 6 | -5 | 8 | 0
> O=C(CSc1nc2ccccc2[nH]1)NC1CCCc2ccccc21 (stereo not drawn)
 : 4 | -22 | -4 | 5 | 6 | 2 | 9 | 12 | -7 | 21 | -4
> CCCCCCCCCCCCN1C(=O)CSC1c1cccnc1 (stereo not drawn)
 : 5 | 15 | 39 | -4 | 10 | 1 | -4 | 5 | -12 | 4 | -26
> COc1ccc(CNC(=O)CCC(=O)N2CCN(C(C)=O)CC2)cc1
 : -6 | 14 | 1 | -2 | 0 | -2 | -28 | 3 | -23 | 8 | -12
> COc1ccc(C(=O)NCC(=O)OCC(=O)Nc2cccc(S(=O)(=O)N3CCCC3)c2)cc1
 : -17 | -14 | -7 | 5 | 14 | 20 | -22 | -2 | -10 | 4 | 9
> CC1(C)OC(=O)C(C(c2ccccc2)C(C#N)C(N)=O)=C(O)O1 (stereo not drawn)
 : -1 | -36 | -11 | 4 | -3 | -25 | -9 | 1 | -15 | -11 | -6
> CCOC(=O)N1CCN(C(=O)Nc2ccc3nc(C)sc3c2)CC1
 : 0 | 15 | 0 | 1 | 8 | 1 | 5 | 3 | -6 | -14 | 2
> CC(Oc1cccc(Cl)c1)C(=O)N1CCCN(C)CC1 (stereo not drawn)
 : -5 | 1 | -21 | 14 | -14 | 6 | 1 | -2 | 21 | -4 | 2
> COc1ccc(OC)c(NC(=O)CC2Oc3ccccc3NC2=O)c1 (stereo not drawn)
 : -12 | -26 | 15 | -13 | 2 | -29 | -55 | -37 | -3 | -9 | 0
> CCCn1c(-c2ccccc2)nc2c(=O)n(C)c(=O)[nH]c21
 : -10 | -3 | 38 | -10 | -3 | 1 | 10 | 1 | -1 | 10 | -13
> COc1ccc(CCN2CC(C(=O)NCc3ccccc3)CCC2=O)cc1 (stereo not drawn)
 : -7 | -7 | 10 | -21 | -21 | -18 | -12 | 19 | 12 | 12 | 15
> CC(C)C1Cc2nc(Cl)c(C#N)cc2CO1 (stereo not drawn)
 : -3 | -5 | 2 | -20 | 13 | -42 | -8 | 7 | -4 | 3 | 2
> Cc1ccc(/C=N/NC(=O)c2cccc(NC(=O)c3ccccc3Cl)c2)o1
 : -7 | -2 | -3 | -9 | -12 | -8 | -4 | 7 | -1 | -13 | 9
> Nc1[nH]n(-c2c(Cl)cc(Cl)cc2Cl)c(=O)c1N=Nc1ccc(S(=O)(=O)Nc2ncccn2)cc1
 : -1 | -5 | -25 | -11 | -39 | -26 | 5 | 11 | 4 | 10 | 1

3 compounds from above, arranged by the number in NR5A2 inv ag, descending.
molecule,EBV LMP1 NFkB,NCOA1 inh,NR5A2 inv ag,CF NFkB block,NCOA2 inhibitor,COUP-TFII inh,NCOA3 inh,TWEAK Fn14 block
CC(Oc1cccc(Cl)c1)C(=O)N1CCCN(C)CC1 (stereo not drawn),-5,1,14,-14,6,1,-2,-4
Cc1ccc(/C=N/NC(=O)c2cccc(NC(=O)c3ccccc3Cl)c2)o1,-7,-2,-9,-12,-8,-4,7,-13
Nc1[nH]n(-c2c(Cl)cc(Cl)cc2Cl)c(=O)c1N=Nc1ccc(S(=O)(=O)Nc2ncccn2)cc1,-1,-5,-11,-39,-26,5,11,10

Remaining list, next part:
Every second line gives: EBV LMP1 NFkB | NCOA1 inh | TROY NFkB inh | NR5A2 inv ag | CF NFkB block | NCOA2 inhibitor | COUP-TFII inh | NCOA3 inh | KKLEB cytotox | TWEAK Fn14 block | TRAIL sens C8
> Cc1ccc(OCCC(=O)Nc2ccccc2C(=O)NC2CC2)cc1
 : 5 | 9 | -9 | -3 | 23 | -35 | -2 | 11 | -12 | 3 | -9
> CC(C(=O)NCCc1ccc(F)cc1)N1CCN(Cc2ccccc2)CC1 (stereo not drawn)
 : -6 | 12 | 3 | 15 | 15 | -25 | 13 | 12 | -6 | 23 | -15
> CCOc1ccccc1N(CC(=O)Nc1cccnc1)S(=O)(=O)c1ccc(C)cc1
 : 1 | 6 | -4 | -10 | 2 | 12 | 10 | 3 | 6 | 11 | 0
> CCc1ccc(NC(=O)C(C)OC(=O)/C=C/c2cccc([N+](=O)[O-])c2)cc1 (stereo not drawn)
 : 0 | 22 | 8 | 6 | -12 | 9 | 3 | 17 | -5 | 2 | 15
> CCCCc1nc2cc(C(=O)N(C)C(C)c3ccccn3)ccc2o1 (stereo not drawn)
 : -7 | -7 | -16 | -23 | -24 | -12 | 0 | -17 | 4 | -24 | -11
